# Screening results deposited in PubChem BioAssay by several laboratories.
# MsrA inhibitor: bovine MsrA inhibition; purified bovine MsrA, absorbance read-out; inhibition, % at 15.5 µM; 360,000 compounds, 0.75% hits; AID 651718; in the data active = inhibition above about 4.5%;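 also: 0% = vehicle wells with enzyme and 100% = reference inhibitor wells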
# MT1-MMP act inh: MT1-MMP (human) activation inhibition. P50281. 360,000 compounds, 0.061% hits. AID 651647. HT1080 RFP-PRO-GFP cells, GFP/RFP ratio fluorescence, overnight; percent of plate control window, DMSO zero. GFP/RFP ratio change, % at 20 µM;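 active = GFP/RFP ratio change of at least 30% with cell ATP level not reduced by more than half and red fluorescence within 50% of control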; also: strong numbers were not always called active
#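 Assay system: RFP-PRO-GFP reporter HT1080 cells; read-out basis: GFP/RFP fluorescence ratio; benchmarks: DMSO wells and RFP-L50D-GFP cells; doses: 20 µM single dose, 1% DMSO; schedule: overnight cell settling, then overnight compound exposure, 37 °C, 5% CO2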
# FAS TE block: inhibitors of human fatty acid synthase thioesterase domain; 360,000 compounds, 0.67% hits; recombinant FAS-TE, OMFH fluorogenic substrate, fluorescence endpoint; inhibition, % at 15 µM; AID 602261; P49327;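 active = compounds whose normalised, plate-corrected inhibition of enzyme fluorescence in the single-dose primary screen is 50% or more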;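 also: 0% = DMSO with enzyme and 100% = substrate without enzyme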
# CSN inh: inhibitors of human CSN-mediated cullin deneddylation; Q92905; Purified CSN, SCF-Nedd8-OG deneddylation, fluorescence polarization; inhibition, % at 12.5 µM; 360,000 compounds, 0.38% hits; AID 651999;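 active = pattern-corrected inhibition above about 35%, with an unprinted fluorescence ratio check between 0.5 and 1.5, limit read from the data, passing the limit was not always enough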;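 also: 0% = enzyme with substrate and 100% = substrate without enzyme; some results filed as inactive read as strong as hits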
#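 Assay system: Purified human Csn5 enzyme expressed in HEK293T cells | Amount: Enzyme 0.24 nM | Measured by: Fluorescence polarization readout | Medium: Tris/NaCl/DTT buffer, pH 7.5 | Compound dosing: One concentration, 12.5 µM, 0.25% DMSO | Times: 90 min incubation of compound, enzyme and substrate at room temperature | Control set: no-enzyme wells high, enzyme-with-substrate wells low | Read-out: % inhibition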
# Rpn11 block: inhibitors of human proteasome Rpn11; O00487; human 26S proteasome, Ub4-pepOG fluorescence polarization; 20S core pre-blocked with epoxomicin; calls only at 20 µM; 360,000 compounds, 0.59% hits; AID 588493;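 active = inhibition at 20 µM, scaled to each plate's controls, above about 33%, limit read from the data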
# Target sequence (O00487 whole entry, looked up): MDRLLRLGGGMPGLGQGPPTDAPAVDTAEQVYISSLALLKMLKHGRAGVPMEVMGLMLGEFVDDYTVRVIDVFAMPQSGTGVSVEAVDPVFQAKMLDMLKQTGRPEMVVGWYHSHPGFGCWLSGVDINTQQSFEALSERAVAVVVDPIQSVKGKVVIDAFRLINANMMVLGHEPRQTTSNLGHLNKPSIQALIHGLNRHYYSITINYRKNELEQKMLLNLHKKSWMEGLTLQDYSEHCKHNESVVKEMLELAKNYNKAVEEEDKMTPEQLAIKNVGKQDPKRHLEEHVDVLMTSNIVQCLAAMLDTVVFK
# eLon inh: inhibits E. coli Lon protease; inhibition, % at 7.94 µM; purified E. coli Lon protease, fluorescence polarization; P0A9M0; 360,000 compounds, 0.42% hits; in the data active = inhibition above about 13%, passing the limit was not always enough;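 also: 0% = enzyme with probe and DMSO and 100% = no enzyme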
# Target sequence (P0A9M0 whole entry, looked up): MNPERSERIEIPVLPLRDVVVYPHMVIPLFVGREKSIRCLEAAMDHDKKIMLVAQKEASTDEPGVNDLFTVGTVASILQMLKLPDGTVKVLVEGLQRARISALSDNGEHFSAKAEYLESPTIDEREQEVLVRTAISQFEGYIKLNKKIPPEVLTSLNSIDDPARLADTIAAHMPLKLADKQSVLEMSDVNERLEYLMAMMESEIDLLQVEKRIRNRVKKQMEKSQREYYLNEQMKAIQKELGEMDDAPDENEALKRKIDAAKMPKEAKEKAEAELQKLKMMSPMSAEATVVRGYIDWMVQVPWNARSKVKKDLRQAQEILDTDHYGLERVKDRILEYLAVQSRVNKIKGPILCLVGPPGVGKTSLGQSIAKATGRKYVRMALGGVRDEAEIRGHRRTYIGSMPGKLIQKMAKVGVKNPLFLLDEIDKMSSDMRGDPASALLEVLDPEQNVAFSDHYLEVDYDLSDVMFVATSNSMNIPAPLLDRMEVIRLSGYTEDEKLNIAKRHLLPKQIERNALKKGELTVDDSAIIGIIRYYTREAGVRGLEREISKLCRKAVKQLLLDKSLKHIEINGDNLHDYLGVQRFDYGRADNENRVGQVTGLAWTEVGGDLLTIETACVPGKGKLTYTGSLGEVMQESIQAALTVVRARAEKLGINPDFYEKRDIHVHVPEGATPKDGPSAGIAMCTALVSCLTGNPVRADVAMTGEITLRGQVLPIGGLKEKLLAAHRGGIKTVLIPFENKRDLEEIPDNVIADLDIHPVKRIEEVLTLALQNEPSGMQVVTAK
# MLLE-PAM2 inh: inhibitors of microRNA-mediated deadenylation, human PABP1 MLLE binding. inhibition, % at 20 µM. GST-MLLE / FITC-PAM2 fluorescence polarization. P11940. AID 588489. 360,000 compounds, 0.36% hits; in the data active = inhibition above about 35%, passing the limit was not always enough;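 also: plate controls were DMSO wells with GST-MLLE for no effect and wells lacking GST-MLLE protein for full effect; some results filed as inactive read as strong as hits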
# MsrA act: activates bovine MsrA enzyme. purified bovine MsrA, absorbance read-out. activation, % at 10.6 µM. 360,000 compounds, 0.3% hits; in the data active = activation above about 7.5%;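 also: 0% = vehicle and 100% = reference activator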
# Rin1 Abl inh: blocks binding of human Rin1 to Abl | P00519+Q13671 | TR-FRET Rin1/Abl binding, biochemical | inhibition, % at 7.35 µM | 360,000 compounds, 0.4% hits | AID 588664; in the data active = inhibition above about 5%, passing the limit was not always enough
# * marks the source's active call; other numbers are inactive results; i = inactive; . = no result given; + = active, no number. These rows are one share of the data, so the mix of outcomes need not match the whole.
no.	Structure	MsrA inhibitor	MT1-MMP act inh	FAS TE block	CSN inh	Rpn11 block	eLon inh	MLLE-PAM2 inh	MsrA act	Rin1 Abl inh
1	CN(C)c1ccc([N+](=O)[O-])c([N+](=O)[O-])c1	1.9	8	36	-2	i	14	-12	-4	-7
2	CCc1ccccc1NC(=O)CNC1CCCCC1	1.2	6	-5	1	i	-3	-10	-1	-1
3	CCCN1CC[C@@H]2c3cc(O)ccc3CC[C@@H]21	0.5	3	-2	-3	i	-7	-12	0	-4
4	CCCCn1c(O)c(C(C)=NCCc2c[nH]c3ccccc23)c(=O)[nH]c1=O	0.3	7	10	3	i	-4	-1	-2	2
5	c1cc2c(cc1C1OCC3C(c4ccc5c(c4)OCO5)OCC13)OCO2 (centres undefined)	-1.0	0	18	0	i	-6	9	-4	-2
6	CC12CN3CC(C)(CN(C1)C3c1cccs1)C2 (centres undefined)	-0.6	2	-8	4	i	6	3	-3	0
7	COc1ccc(OCC#CCN2CCCCCC2)cc1	-0.8	-2	-1	10	i	3	-2	-4	-1
8	O=c1[nH]c(=S)n(C2CC2)c(O)c1C=NCC1CCCO1 (centres undefined)	6.2*	-1	-6	-2	i	-4	2	-7	-4
9	C[C@]12CCC3C(CC[C@H]4C[C@H](O)CC[C@]34C)C1[C@@H](O)[C@@H](O)[C@@H]2O (some centres undefined)	0.6	1	0	-1	i	0	3	-1	-2
10	COCCNCCOc1ccc(C(C)(C)c2ccccc2)cc1	0.0	-5	-11	2	i	-6	20	7	2
11	CCCCC(=O)N/N=C/c1c(O)n(C2CC2)c(=S)[nH]c1=O	1.2	5	-11	-3	i	-16	-2	4	5
12	O=c1c2ccccc2nc(-c2ccc(-c3ccccc3)cc2)n1-c1ccncc1	1.1	-13	16	1	i	1	-5	-1	-1
13	CCOC(=O)c1cnc(N2CC2)nc1N	0.7	2	-10	2	i	-12	12	3	0
14	CC(=NCCN1CCOCC1)c1c(O)n(Cc2ccccc2)c(=O)[nH]c1=O	-0.6	-7	-9	-4	i	-18	-6	-13	-2
15	CCN1c2nc3ccccn3c(=O)c2CC2(C(=O)N(C)C(=O)N(C)C2=O)C1C (centres undefined)	1.2	4	-11	3	i	-2	-4	-5	-2
16	Cc1ccccc1-n1c(O)c(/C=N/N2CCOCC2)c(=O)[nH]c1=S	2.1	5	-9	4	i	-16	-28	-4	-2
17	COc1ccc(S(=O)(=O)NC(CC(=O)N2CCC3(CC2)OCCO3)c2ccco2)cc1 (centres undefined)	-1.0	-3	-5	3	i	4	-1	-3	-1
18	CN(C)C(=O)Oc1cccc(-c2cn3cc(Cl)ccc3n2)c1	1.2	-1	-5	4	i	0	-3	-6	-3
19	O=c1ccc2cc(O[C@@H]3O[C@H](CO)[C@@H](O)[C@H](O)[C@H]3O)c(O)cc2o1	3.8	9	-1	1	i	-2	2	-2	-1
20	CCc1nc(N2CCNCC2)c(C#N)c2c1CSC(C)(C)C2	0.1	6	-11	0	i	-1	-6	-1	-1

# Quoted at random: two compounds from above
no.	Structure	MsrA inhibitor	MT1-MMP act inh	FAS TE block	CSN inh	Rpn11 block	eLon inh	MLLE-PAM2 inh	MsrA act	Rin1 Abl inh
18	CN(C)C(=O)Oc1cccc(-c2cn3cc(Cl)ccc3n2)c1	1.2	-1	-5	4	i	0	-3	-6	-3
13	CCOC(=O)c1cnc(N2CC2)nc1N	0.7	2	-10	2	i	-12	12	3	0

# Later entries
no.	Structure	MsrA inhibitor	MT1-MMP act inh	FAS TE block	CSN inh	Rpn11 block	eLon inh	MLLE-PAM2 inh	MsrA act	Rin1 Abl inh
21	CCCCn1nnnc1C(CCc1ccccc1)N1CCC(n2c(=O)[nH]c3ccccc32)CC1 (centres undefined)	0.3	-14	4	7	i	-7	-4	-1	6
22	O=C(/C=C/c1ccccc1)NC(=S)N1C[C@H]2C[C@H](C1)c1cccc(=O)n1C2	1.2	2	-9	0	i	1	29	-8	0
23	Cc1cc(NC(=O)COC(=O)c2c(C)nn(Cc3ccccc3)c2C)no1	-0.3	2	-3	3	i	-5	-16	1	0
24	Brc1ccc2[nH]cc(/C=N/N3CCCCC3)c2c1	1.0	15	1	-9	i	-9	0	-10	0
25	COc1ccc(N=C(C)c2c(O)n(C3CCCCC3)c(=O)[nH]c2=O)c(OC)c1	0.4	-6	-8	1	i	-5	-15	1	1
26	CCCCn1c(=O)c(C(=O)NCc2ccc(Cl)cc2)c(O)c2ccccc21	-2.0	-5	22	2	i	-6	8	-6	0
27	O=P(OC1=CCCCC1)(c1ccccc1)c1ccccc1	-0.1	2	-4	-1	i	5	-5	-8	2
28	CCCCCCCCC(=O)NCc1ccc(O)c(OC)c1	0.9	1	5	-8	i	-2	9	-4	0
29	Cc1nn(CC(C)C)c(Cl)c1C(=O)NC1CCCC1	-0.8	-1	-7	-7	i	-3	0	-2	-1
30	COc1ccccc1N1C(=O)NC(=O)C(CCc2ccncc2)(CCc2ccncc2)C1=O	-0.6	-1	-3	-3	i	-9	-2	-13	2
31	CN1CSC(=S)N(C)C1	-0.5	-2	1	3	i	6	34	-3	0
32	CCN1CCN(Cc2ccc(C)cc2C)CC1	1.0	4	-9	-9	i	1	3	-1	0
33	O=C(Cc1ccccc1)N1CCN(C2CCCCCC2)CC1	-0.6	2	1	0	i	3	-6	-2	3
34	CC1=CC(=Cc2sc3ccccc3[n+]2C)C=C(C)O1	4.2	-67	-11	5	i	-36	-150	-3	-12
35	C[C@]12CCC3C(CC[C@H]4C[C@H](O)CC[C@]34C)C1C[C@@H](O)[C@@H]2O (some centres undefined)	0.7	0	-2	-2	i	6	2	-2	4
36	CCC(C)N1CCN(C(=O)COc2ccc3ccccc3c2)CC1 (centres undefined)	0.6	1	-1	-3	+	-6	9	2	4
37	Cc1cc(/C=C2\C(=O)NC(=O)N(c3ccccc3F)C2=O)c(C)n1-c1cc(C(=O)O)cc(C(=O)O)c1	0.9	-12	-6	23	i	-37	16	-4	1
38	Cc1ccc(C)c(NP(=O)(Oc2ccccc2)Oc2ccccc2)c1	-1.0	-17	12	-3	i	0	3	-5	-1
39	CN1CCN(CCOC2c3ccccc3CSc3ccc(Cl)cc32)CC1 (centres undefined)	-1.4	-4	1	6	i	-2	5	-3	0
40	CCN(CC)c1ccc(N=Cc2c(O)n(-c3ccccc3)c(=O)[nH]c2=O)cc1	2.0	-12	-13	7	i	-19	-84	-4	4
41	CSCCC(c1nnnn1C1CCCC1)N1CCC2(CC1)C(=O)NCN2c1ccccc1 (centres undefined)	-0.4	-1	-4	2	i	-13	11	-1	3
42	CN(C)C(=O)OCc1n(C)cc[n+]1C	-0.3	0	-8	-2	i	-8	8	-4	-1
43	CCOP(=O)(C#CC(C)(C)C)C1(O)CCCCC1 (centres undefined)	-1.6	-1	-6	-2	i	8	3	-5	0
44	COc1ccccc1N1CCN(Cc2ccc(SC)cc2)CC1	-0.5	-3	6	1	i	-11	9	-2	-2
45	NC(Cc1ccccc1Cl)c1nn[nH]n1 (centres undefined)	-0.6	-1	-9	2	i	8	-4	-1	1
46	COc1ccc(N=C(C)c2c(O)n(C)c(=O)n(C)c2=O)c(OC)c1	0.8	7	-2	-5	i	-6	-9	8	0
47	CC12CN3C(O)C(C)(C1)CC(C)(C2)C3O (centres undefined)	0.4	5	-9	2	i	-6	1	2	1
48	O=C1NCN(c2ccccc2)C12CCN(C(c1cccc3ccccc13)c1nnnn1C1CCCCC1)CC2 (centres undefined)	1.2	-1	23	-2	i	-3	9	-1	-1
49	COC(=O)C1=C(c2ccc(OCc3ccccc3)cc2)C[C@@H]2CC[C@H]1N2C(=O)NCc1ccc2c(c1)OCO2	0.2	-5	33	4	i	8	3	-1	-3
50	O=c1c(/C=N/N2CCOCC2)c(O)n(-c2ccccc2)c(=S)n1-c1ccccc1	3.9	-4	-9	3	i	-11	3	-6	-2
51	CCOC(=O)C1=C(N)OC2=C(C(=O)CCC2)C12C(=O)Nc1ccccc12 (centres undefined)	-0.7	5	-5	-1	i	-5	-5	-10	-1
52	CCOc1cc(/C=C2/C(=O)NC(=O)N(c3ccc(CC)cc3)C2=O)ccc1OC(=O)c1cccs1	.	-10	-1	5	i	-5	18	-10	2
53	O=C(O)Cn1cc(C(=O)c2ccccc2)c2ccccc21	2.8	0	-6	0	i	3	-9	-2	-2
54	O=C1OCc2cc(N=Nc3c(O)[nH]c(=O)[nH]c3=O)ccc21	-0.6	3	-6	1	i	12	-1	-3	-5
55	Cc1c(C(=O)c2ccccc2)c2ccccc2n1C	2.0	1	2	3	i	0	3	-1	-4
56	CCOc1ccccc1C1SCC(=O)Nc2c1c(=O)[nH]n2C(CC)CC (centres undefined)	0.5	3	-6	-6	i	-6	11	-4	0
57	CC(C)OCCCNC(=O)c1c(N)n(CC2CCCO2)c2nc3ccccc3nc12 (centres undefined)	-0.5	-11	18	36*	+	-7	-20	-2	10
58	CC(C)NS(=O)(=O)c1ccc(OCC(=O)N2CCN(Cc3ccccc3)CC2)c(Cl)c1	0.0	3	12	0	i	-4	3	-2	-1
59	COc1ccc2[nH]cc(CCN=C(N)N)c2c1	-0.9	-6	-2	-2	i	0	-110	-11	4
60	CCCCOC1OCN(C2CCCCC2)CC1(C)C (centres undefined)	-0.8	-6	-4	-1	i	-22	3	-5	-1

# 3 entries from above, with values under each structure:
# The line under a structure holds: MsrA inhibitor, MT1-MMP act inh, FAS TE block, CSN inh, Rpn11 block, eLon inh, MLLE-PAM2 inh, MsrA act, Rin1 Abl inh
[41] CSCCC(c1nnnn1C1CCCC1)N1CCC2(CC1)C(=O)NCN2c1ccccc1 (centres undefined)
  -0.4, -1, -4, 2, i, -13, 11, -1, 3
[42] CN(C)C(=O)OCc1n(C)cc[n+]1C
  -0.3, 0, -8, -2, i, -8, 8, -4, -1
[43] CCOP(=O)(C#CC(C)(C)C)C1(O)CCCCC1 (centres undefined)
  -1.6, -1, -6, -2, i, 8, 3, -5, 0

# Following part:
no.	Structure	MsrA inhibitor	MT1-MMP act inh	FAS TE block	CSN inh	Rpn11 block	eLon inh	MLLE-PAM2 inh	MsrA act	Rin1 Abl inh
61	N[C@@]1(C(=O)O)CC[C@@H](C(=O)O)C1	-1.5	-1	-3	-1	i	-3	-18	2	3
62	Cc1ccc(NC2=NCCCS2)c(C)c1C	0.1	9	-7	-3	i	-5	3	-3	-1
63	N=C1SCC(=O)N1Cc1ccccc1	0.4	3	-3	-7	i	4	17	-1	-2
64	O=C(NN=Cc1ccc(N(CCCl)CCCl)cc1)c1cc(=O)[nH]c(=O)[nH]1	3.7	10	-1	4	i	1	0	1	0
65	CCN(CC)CC(=O)Nc1ccc(Cl)cc1C(=O)c1ccccc1	-0.7	1	7	1	i	-5	0	-2	3
66	Cc1ccc(CN2C3CCCC2CC(NC(=S)NCc2ccccc2)C3)cc1 (centres undefined)	-1.2	5	0	0	i	1	-92	-2	2
67	Clc1cccc(NC2=NCCS2)c1	0.7	3	-12	3	i	11	-16	-4	3
68	CC(C)NC(C)C(=O)C12CC3CC(CC(C3)C1)C2 (centres undefined)	-0.6	-1	-3	0	i	-6	-9	-3	-2
69	COC(=O)C1=C(c2ccc(OCc3ccccc3)cc2)C[C@@H]2CC[C@H]1N2C(=O)NCCc1ccc(F)cc1	2.1	-10	25	-5	i	-2	-10	-4	-5
70	CC(=O)NNC(=O)CN1C(=O)CN=C(c2ccccc2)c2cc(Br)ccc21	-2.3	2	-3	1	i	-8	4	-5	4
71	CC1CN=C(Nc2ccc(F)c(Cl)c2)S1 (centres undefined)	1.6	3	-3	-2	i	-10	-17	-2	0
